ADAM17 inh – inhibitors of human ADAM17; P78536; recombinant ADAM17, EDANS/DABCYL FRET peptide cleavage; inhibition, % at 6.95 µM; 370,000 tested, 0.83% active;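 active means inhibition above the mean of compounds lying between control limits plus 3 SD, set per campaign, cut at about 8.5% in these data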;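 further: 0% = DMSO-only wells as the low control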
PLCg1 inh – blocks human PLC-gamma1 enzyme activity; inhibition, % at 12.2 µM; P19174; 370,000 tested, 0.84% active; purified PLC-gamma1, fluorogenic substrate, fluorescence; AID 720700; in the data active means inhibition above about 9.5%
PLC-beta3 inh – inhibitors of human phospholipase C beta3. Purified PLC-beta3, fluorogenic substrate, fluorescence. inhibition, % at 12.2 µM. 370,000 tested, 0.18% active. AID 720704; in the data active means inhibition above about 11%;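 further: 0% = median of compound wells on plate and 100% = full blocker control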
ADAM10 inh – ADAM10 inhibition, QFRET primary screen. inhibition, % at 7 µM. O14672. recombinant ADAM10, EDANS/DABCYL FRET peptide cleavage, 3 h. AID 720582. 370,000 tested, 0.62% active;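 active means inhibition above a per-campaign cutoff equal to the mean of compounds falling between control-based bounds plus 3 SD, cut at about 20% in these data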;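 further: 0% = DMSO wells while the 100% control is not disclosed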
Tn7 DDE FP – inhibitors of Tn7 peptide binding to human fibrin DD(E); P02675; FP displacement of FITC-Tn7 peptide from fibrin DD(E); 0% = median of compound wells per plate; inhibition, % at 8.3 µM; 370,000 tested, 0.13% active;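 active means inhibition above the mean of compounds falling within the control limits plus 3 SD of them, cut at about 14% in these data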;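 further: 0% = plate median of compound wells and 100% = 10 µM Aha-Tn7 peptide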
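Also added: labelled Tn7 tracer, 0.1 µM; Assay system: human fibrin DD(E) protein; Amount: 2 µM fibrin DD(E); Schedule: 10 min compound pre-incubation, 3 h probe incubation at room temperature; Repeats: one replicate per compound; Read-out basis: percent inhibition; Measured by: fluorescence polarization of the labelled Tn7 tracer.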
DDE Tn6 FP inh – DD(E)-Tn6 binding inhibition, primary FP screen | inhibition, % at 8.3 µM | Fibrin DD(E) TRITC-Tn6 fluorescence polarization displacement | P02675 | 370,000 tested, 0.21% active;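 active means inhibition above a per-campaign cutoff: mean of compounds within control limits plus 3 SD, cut at about 15% in these data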;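 further: 0% = median of all compound wells on the plate and 100% = blocking peptide control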
ASAP1 inh – inhibitors of human ASAP1 ArfGAP activity | inhibition, % at 16.5 µM | AID 624377 | ASAP1-stimulated ARF1 GTP hydrolysis, GDP FP detection | 360,000 tested, 0.19% active; in the data active means inhibition above about 25%;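 further: 0% = vehicle with enzyme and substrate and 100% = no enzyme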
Target sequence (Q9ULH1 325-724 limits assumed): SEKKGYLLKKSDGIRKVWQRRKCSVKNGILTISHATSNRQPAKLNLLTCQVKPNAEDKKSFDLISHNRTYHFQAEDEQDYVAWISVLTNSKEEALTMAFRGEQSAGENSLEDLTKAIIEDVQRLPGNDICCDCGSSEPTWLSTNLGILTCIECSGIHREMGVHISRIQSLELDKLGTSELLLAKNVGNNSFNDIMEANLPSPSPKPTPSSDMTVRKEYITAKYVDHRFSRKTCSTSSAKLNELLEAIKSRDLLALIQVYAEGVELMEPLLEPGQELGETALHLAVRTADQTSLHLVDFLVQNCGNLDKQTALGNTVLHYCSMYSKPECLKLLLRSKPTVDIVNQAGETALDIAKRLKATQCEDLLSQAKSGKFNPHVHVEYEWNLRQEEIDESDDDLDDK
TDP2 inh – blocks human TDP2 phosphodiesterase activity; O95551; recombinant TDP2, T5PNP hydrolysis, p-nitrophenol absorbance 415 nm; inhibition, % at 12.8 µM; 370,000 tested, 0.34% active;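 active means inhibition above the mean of all tested compounds plus 3 SD, set per campaign, cut at about 25% in these data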;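 further: 0% = DMSO with enzyme and 100% = buffer with substrate but no TDP2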
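System: recombinant human TDP2 / Amount: 120 nM TDP2 per well / Also added: 5 mM T5PNP chromogenic substrate / Doses: 12.8 µM single point, 1% DMSO / Incubation: 2 h at 37 °C / Detection: p-Nitrophenol epi absorbance / Evaluation: % inhibition relative to enzyme-containing and enzyme-free wells / Repeats: singlicate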
ARFGAP1 inhibitor – rat ARFGAP1 inhibition. Arfgap1-stimulated ARF1 GTP hydrolysis, GDP FP detection. 360,000 tested, 0.26% active. Q62848. inhibition, % at 16.5 µM;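 active means inhibition above a per-plate limit, mean inhibition of low control wells plus 3 SD, cut at about 25% in these data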;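 further: 0% = DMSO wells with enzyme and 100% = wells lacking Arfgap1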
Target sequence (Q62848 1-136 limits assumed): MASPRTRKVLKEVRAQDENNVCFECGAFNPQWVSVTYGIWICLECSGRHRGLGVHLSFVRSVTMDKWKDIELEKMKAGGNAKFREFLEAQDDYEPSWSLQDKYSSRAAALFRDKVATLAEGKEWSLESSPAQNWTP
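System: truncated rat Arfgap1 GAP domain / Benchmarks: high control wells lacking Arfgap1, low control full reaction with DMSO / Times: compound-enzyme preincubation 20 min, reaction 120 min, detection 60 min, 25 °C / Repeats: one replicate per compound / Also added: human ARF1(Δ1-17)-GTP substrate / Measured by: Tracer-displacement fluorescence polarization with EDTA stop, 620/688 nm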
SIAE inh – human SIAE inhibition, primary screen; AID 1053197; SIAE FP-Rh probe binding, fluorescence polarization; 370,000 tested, 0.69% active; Q9HAT2; inhibition, % at 9.66 µM;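 active means inhibition above a cutoff: mean of compounds within the control limits plus 3 SD of those, cut at about 17% in these data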;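 further: 0% = plate median of compound wells and 100% = probe without SIAE protein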
Target sequence (Q9HAT2 whole entry, looked up): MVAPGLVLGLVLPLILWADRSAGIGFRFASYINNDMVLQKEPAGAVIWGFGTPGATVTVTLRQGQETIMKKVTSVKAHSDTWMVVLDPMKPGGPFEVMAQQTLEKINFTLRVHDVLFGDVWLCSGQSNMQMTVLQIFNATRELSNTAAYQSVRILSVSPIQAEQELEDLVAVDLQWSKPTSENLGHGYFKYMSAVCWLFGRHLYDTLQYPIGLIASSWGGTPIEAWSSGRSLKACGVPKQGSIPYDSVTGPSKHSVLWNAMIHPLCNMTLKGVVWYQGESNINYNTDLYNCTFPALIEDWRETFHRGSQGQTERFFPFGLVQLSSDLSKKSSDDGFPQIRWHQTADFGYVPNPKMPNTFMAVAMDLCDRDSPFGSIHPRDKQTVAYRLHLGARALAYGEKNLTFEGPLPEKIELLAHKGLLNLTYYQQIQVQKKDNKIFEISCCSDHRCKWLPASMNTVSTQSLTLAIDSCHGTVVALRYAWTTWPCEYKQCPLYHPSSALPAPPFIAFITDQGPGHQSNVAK
* hit, by the source's call; i = inactive; . = not tested or not shown.

The first 2 records as a preview:
No.	structure	ADAM17 inh	PLCg1 inh	PLC-beta3 inh	ADAM10 inh	Tn7 DDE FP	DDE Tn6 FP inh	ASAP1 inh	TDP2 inh	ARFGAP1 inhibitor	SIAE inh
1	CCOc1ccc(N(C(=O)Cn2nnc3ccccc32)C(C(=O)NC(C)(C)CC)c2cccn2C)cc1 (stereo not drawn)	-5	-1	0	-8	4	-1	6	1	5	0
2	Cc1nc2cc(F)ccc2n1C1CCN(C(=O)c2ccc(F)cc2F)CC1	-6	-2	-4	-20	-1	1	-4	-7	-3	-4

The whole of this part, from the start:
No.	structure	ADAM17 inh	PLCg1 inh	PLC-beta3 inh	ADAM10 inh	Tn7 DDE FP	DDE Tn6 FP inh	ASAP1 inh	TDP2 inh	ARFGAP1 inhibitor	SIAE inh
1	CCOc1ccc(N(C(=O)Cn2nnc3ccccc32)C(C(=O)NC(C)(C)CC)c2cccn2C)cc1 (stereo not drawn)	-5	-1	0	-8	4	-1	6	1	5	0
2	Cc1nc2cc(F)ccc2n1C1CCN(C(=O)c2ccc(F)cc2F)CC1	-6	-2	-4	-20	-1	1	-4	-7	-3	-4
3	C=CCCCCCCCCC(=O)NNC1CC(=O)N(c2ccccc2)C1=O (stereo not drawn)	-1	1	-7	-5	3	-4	-6	10	5	3
4	Cc1ccc(CN2CC34C=CC(O3)C(C(=O)NCc3ccc5c(c3)OCO5)C4C2=O)cc1 (stereo not drawn)	-4	0	-2	-28	-5	-11	-3	-1	14	-2
5	COc1cc(C(=O)OCC(=O)N(C)Cc2ccccc2)cc(OC)c1OC	-1	-2	1	-6	0	-1	-8	-9	1	6
6	O=C(Nc1nnc([C@@H]2C[C@H](O)[C@@H](CO)O2)s1)Nc1ccccc1Oc1ccccc1	-1	-1	2	-2	1	-1	14	5	12	-1
7	CCCC(=O)OC12CCCN(C1)/C(=C/c1ccc(OC)cc1)C2 (stereo not drawn)	0	-2	-3	0	-8	-1	.	4	.	3
8	Cc1cc(Br)ccc1SCC(=O)OCC(=O)NCc1ccco1	1	-1	-10	2	1	15*	-4	12	-2	-2
9	CS(=O)(=O)N1CCC(C(=O)Nc2ccccc2Cl)CC1	-4	-2	-4	-4	6	-4	-14	-10	1	-1
10	O=c1oc2ccccc2c(NC2CCCCC2)c1NS(=O)(=O)c1ccc(Cl)cc1	7	-5	-26	9	4	-5	5	-1	4	-5
11	Cc1c(C(=O)N2CCOCC2)sc(NC(=O)CCl)c1C#N	-3	-3	-6	-4	2	6	-10	-3	-3	2
12	CCOC(=O)C1=CC[C@H]2c3c(c4ccccc4n3C)C(=O)C1N2S(=O)(=O)c1ccc(C)cc1	6	-6	-10	10	-5	-3	-4	-12	-2	-10
13	CC(C)(C)c1ccc(Cn2nnc3c(=O)[nH]c(C4CCCN(C(=O)c5ccco5)C4)nc32)cc1 (stereo not drawn)	-2	1	-8	7	-9	-12	7	-13	11	-5
14	Cc1csc(NC(=O)CSCC(=O)O)c1-c1nc2ccccc2s1	-2	i	i	-4	-7	-3	5	-4	7	-15
15	CC(C)C[C@H](NC(=O)C1CCN(C(=O)[C@H](Cc2ccccc2)NC(=O)OC(C)(C)C)CC1)C(=O)O	0	-2	-3	2	-3	1	2	-10	-6	-5
16	Oc1ccc(/C=N/Nc2nccnc2Cl)cc1	-1	-3	-4	8	4	2	-11	-1	15	1
17	S=C(Nc1ccc2nsnc2c1)N1CCCCCC1	-18	-152	-170	-52	1	-1	18	62*	11	5
18	CCOc1ccccc1NC(=O)CN1C(=O)NC(Cc2c[nH]c3ccccc23)C1=O (stereo not drawn)	6	5	-3	2	-1	6	16	-4	-1	10
19	COc1ccc(CNC(=O)C/C(C)=N/NC(=O)COc2ccc(Br)cc2)cc1	-1	-2	0	-4	-1	-2	5	3	3	-1
20	O=C(O)CSC12CC3CC(C1)CC(C(=O)O)(C3)C2	4	4	4	0	-2	-4	13	-8	-7	-5
21	CCC(C)NC(=O)Nc1ccc(F)c(Cl)c1 (stereo not drawn)	-1	2	-1	4	2	8	3	3	3	-9
22	C/C=C\C=C/C(=O)Nc1cccc(C2=NOC3(C2)C[C@H](C(N)=O)N(C(=O)Cc2ccc([N+](=O)[O-])cc2)C3)c1 (stereo partly drawn)	4	5	4	12	-5	2	4	-5	0	-20
23	CC(c1ccccc1)N1C(=O)c2cccnc2C1=O (stereo not drawn)	1	0	4	1	0	-12	2	4	2	6
24	Cc1nn(-c2cccc(Cl)c2)c2c1C(c1ccncc1)C(C#N)=C(N)O2 (stereo not drawn)	-4	-3	-7	4	0	3	0	22	-3	20*
25	CCOC(=O)c1[nH]c2ccccc2c1NC(=O)COC	-30	-29	-36	-114	7	7	-1	-16	-3	-5
26	COc1cccc(C(=O)NOCc2ccccc2)c1OC	-3	-4	3	-5	5	-4	3	-3	-1	8
27	Cc1cccc(NC(=S)NNC(=O)CCn2cc(C)cn2)c1	3	-1	6	10	-1	7	-3	-1	0	4
28	O=C(Cc1cccs1)N[C@@H]1c2ccccc2CC[C@@H]1OCc1ccccc1	-3	1	-1	-13	1	-2	11	2	-1	3
29	CC(C)=CCN1CCC(n2nccc2NC(=O)c2ccccc2Cl)CC1	-3	4	-5	-7	1	-4	-4	3	2	-4
30	O=C(NCC1CCCO1)C1CCC(N2C(=O)c3ccccc3C2=O)CC1 (stereo not drawn)	-3	0	0	-4	2	-7	2	4	-4	-2
31	O=c1oc(-c2ccccc2)nc2c1C1(CCCCC1)Cc1ccccc1-2	-2	-2	1	-1	-3	0	-9	-7	-17	1
32	CS(=O)(=O)c1ccccc1-c1nnc(-c2ccc(Cl)cc2)o1	-1	1	0	-8	-2	1	-8	-4	4	0
33	C/C(=N\O)c1cc(Cl)cc(Cl)c1O	-4	-11	-17	-11	4	-4	-4	-6	-13	25*
34	CC(C)(C)OC(=O)N1CCC(c2c(C(=O)NCC3CCN(C4CCCC4)C3)cnn2-c2ccc(F)cc2)CC1 (stereo not drawn)	2	1	-10	3	7	3	8	-17	0	5
35	COc1cc(O)c(C(CC(=O)N2CCCC(C)C2)c2ccc(N(C)C)cc2)c(OC)c1 (stereo not drawn)	-4	-4	-2	-9	2	-8	3	0	9	3
36	CC1CC(C)CN(CCCCOc2ccc([N+](=O)[O-])cc2)C1 (stereo not drawn)	3	2	1	1	-3	2	-5	6	19	3
37	COc1cc(OC)c(OC)cc1/C=C/c1cc(C(F)(F)F)[nH]c(=O)n1	1	-4	-2	2	0	2	0	-11	17	-4
38	Cc1cc(OC(=O)N2CCOCC2)cc(C)c1Cl	-3	3	3	-3	1	-13	9	-7	14	-5
39	CCCCN(C(=O)CCNC(=O)NC12CC3CC(CC(C3)C1)C2)c1c(N)n(CCCC)c(=O)[nH]c1=O	-3	0	1	-14	2	-1	1	8	2	1
40	COc1ccc(CN2C(=O)C(CC(C)C)Nc3ncnc(N4CCOCC4)c32)cc1 (stereo not drawn)	-5	3	-6	3	-1	-5	0	1	0	-1
41	COc1cc(/C=N/NC(=O)c2ccc(Cl)c(S(N)(=O)=O)c2)ccc1OCC(N)=O	-12	-55	-92	-16	1	4	-9	-4	44*	-3
42	C=CCn1c(C)nc2ccccc2c1=O	-4	1	4	-8	1	5	-3	-4	1	-2
43	Cc1c(NC(=S)NC(=O)C(C)(C)C)cccc1[N+](=O)[O-]	2	1	4	0	0	-9	3	10	-7	3
44	CCOC(=O)C1=C(COC(=O)c2ccc(OC)c(S(=O)(=O)N3CCOCC3)c2)NC(=O)NC1C (stereo not drawn)	-6	-4	-5	-5	4	-1	-2	-3	-4	1
45	O=C1C2C(c3ccccc3)=NN(c3ccccc3)C2C(=O)N1c1ccccc1 (stereo not drawn)	-59	-167	-184	-303	7	5	-5	-8	-6	-1
46	O=C(c1ccc(F)cc1)c1cc2ccccc2o1	1	1	2	3	1	-2	4	-1	3	0
47	O=C(N/N=C/c1cccnc1)c1cccc(Br)c1	3	1	-8	2	-4	6	-6	3	-6	7
48	Cc1cc(C)cc(OCC(=O)Nc2ccc(CN3CCCCC3)cc2)c1	-5	2	1	-11	3	-6	7	-16	5	-4
49	C=CCOc1ccc(/C=N/NC(=O)CN2CCCCC2)cc1OC	-2	0	-6	-7	-2	2	2	4	2	1
50	COc1ccccc1C(=O)Nc1ccc2c(c1)CCCN2C(=O)c1ccccc1	3	0	-1	-9	5	-4	-2	-19	8	-5
51	O=C1CC(N2CCc3ccccc32)C(=O)N1c1ccccc1 (stereo not drawn)	-3	-2	-7	5	7	-2	0	1	2	5
52	O=C(NCC1CCCO1)c1ccc(NC(=O)c2cccc(Br)c2)cc1 (stereo not drawn)	-6	0	-5	0	-5	-3	1	0	-8	-9
53	Cc1ccc(-c2nc(C(=O)NCC3CCCO3)cc3c2[nH]c2ccccc23)cc1 (stereo not drawn)	-40	-32	-47	-174	3	-5	4	-5	1	-45
54	N#Cc1c(N)nc2c(c1N)CC(CCl)O2 (stereo not drawn)	-8	-24	-26	-29	-4	4	11	-14	9	-1
55	CCOc1cc(NC(=O)c2cccs2)c(OCC)cc1NC(=O)c1ccccn1	-5	-4	-8	-2	2	-3	-17	-4	9	3
56	COc1ccc(C(=O)/C=C/c2ccc(OCc3ccccc3)cc2)cc1CSCC(=O)O	-30	-12	-28	-93	-2	-5	1	3	1	-19
57	COc1ccccc1N1CCN(CCCN2CC(=O)N3CCCCC3C2=O)CC1 (stereo not drawn)	-6	-1	-8	-6	2	6	-4	7	-11	3
58	O=C(Nc1ccc2c(c1)CCO2)Nc1nnc([C@H]2C[C@H](O)[C@@H](CO)O2)s1	2	2	1	7	-7	0	1	-7	-12	0
59	CCN(C(=O)COC(=O)c1ccc[nH]c1=O)c1cccc2ccccc12	0	-2	2	-5	8	5	6	-9	4	9
60	CCCN1CCN(C(=O)Cn2cnc3ccc(S(=O)(=O)N4CCC(C)CC4)cc3c2=O)CC1	5	6	1	7	-12	-6	-7	-5	3	-5
61	O=C(NC1CCS(=O)(=O)C1)/C(=C/c1ccco1)NC(=O)c1ccccc1 (stereo not drawn)	-1	-11	-8	5	-2	-5	13	4	1	-4
62	COc1ccc(CNC(=O)[C@@H]2CC=C[C@@H]3CCN(Cc4ccc(Cl)c(Cl)c4)C(=O)[C@@H]32)cc1	1	2	-2	3	5	4	-6	2	-4	-4

As entered above.
In ADAM10 inh, entry 44 has -5
In DDE Tn6 FP inh, entry 28 has -2
In PLCg1 inh, entry 10 has -5

Screening results (PubChem)

Outcome played no part in choosing rows; any-hit rate near 3.6%.
